CaV13 FRET inh: Disruptors of the CACNA1D IQ motif to Ca2+-dependent inactivation inhibitor domain association, primary screening, Förster resonance energy transfer in intact living …. HEK cells, CFP/YFP FRET ICDI-IQ, plate reader, 10 min; percent FRET-ratio fall versus neutral wells. inhibition, % at 12.3 µM. 340,000 compounds, 0.098% hits. AID 743397;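 active = mean replicate inhibition of at least 30% and at least 1% of replicates passing that level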;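 note: 0% = median of the neutral control wells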
iPSC survival up: increases survival of single human iPS cells; hiPSC single-cell survival, ATPlite luminescence; 100% = ROCK inhibitor wells, 0% = DMSO; survival enhancement, % at 20 µM; 360,000 compounds, 0.044% hits; in the data active = survival enhancement above about 18%;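 note: cells exposed to compounds for 16 hours before the ATP read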
NR2E3 ag-1: agonists of human NR2E3 nuclear receptor; CHO-S Gal4-NCOR/VP16-NR2E3 two-hybrid, luciferase; inhibition of corepressor binding, % at 3.98 µM; 360,000 compounds, 0.35% hits; AID 602229;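 active = inhibition above the mean of all tested compounds plus 3 SD, cut at about 70% in these data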;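 note: 0% = DMSO with NR2E3 transfected cells and 100% = cells lacking NR2E3 construct; higher means lower luciferase signal from less NR2E3 corepressor binding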
Target sequence (Q9Y5X4 whole entry, looked up, the tested form may be a part): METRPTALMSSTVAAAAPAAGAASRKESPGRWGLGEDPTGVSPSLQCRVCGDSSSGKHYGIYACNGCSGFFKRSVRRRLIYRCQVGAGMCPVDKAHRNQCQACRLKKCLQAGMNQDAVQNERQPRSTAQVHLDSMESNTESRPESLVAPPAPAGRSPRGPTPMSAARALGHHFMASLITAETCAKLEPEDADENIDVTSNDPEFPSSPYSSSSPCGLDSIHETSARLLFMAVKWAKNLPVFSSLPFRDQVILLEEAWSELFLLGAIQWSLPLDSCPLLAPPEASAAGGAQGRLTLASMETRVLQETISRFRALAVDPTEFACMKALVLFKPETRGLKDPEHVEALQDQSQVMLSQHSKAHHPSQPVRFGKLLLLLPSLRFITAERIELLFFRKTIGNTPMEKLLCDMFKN
Shn3 3UTR inh: inhibitors of Schnurri-3 3'UTR reporter in osteoblasts | 360,000 compounds, 0.52% hits | Clone20 osteoblast Shn3 3'UTR firefly luciferase, 24 h | inhibition, % at 12.5 µM;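 active = mean inhibition of at least 75% with every replicate also reaching 75%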;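 note: 0% = median of neutral control wells and 100% = pilot-screen positive control compound; some compounds past the cut are filed as inactive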
HTR2A ag: mouse HTR2A agonism via beta-arrestin recruitment; P35363; CHO-K1 mHTR2A beta-arrestin complementation, luminescence; percent of 30 µM serotonin response; activation, % at 7.6 µM; 360,000 compounds, 0.66% hits;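 active = activation above a run cutoff, the mean activation of all tested compounds plus 3 SD, cut at about 14% in these data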;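 note: 0% = plate median of compound wells and 100% = 30 µM serotonin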
HIF-2a inh: HIF-2a inhibition. 786-0 RCC cells HIF-2a reporter, luciferase luminescence, overnight. inhibition, % at 18.8 µM. 360,000 compounds, 0.72% hits. AID 624352;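 active = inhibition of the luminescence signal of 40% or more relative to plate controls, in a single-dose primary screen at 18.75 µM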
H9c2 protect: protects H9c2 cardiomyocytes from peroxide injury. H2O2 injury protection, ATPLite, 2 h. protection from H2O2 cell death, % at 20 µM. 360,000 compounds, 0.63% hits;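 active = compounds giving at least 50% protection of heart cells from peroxide-induced death in the single-dose screen, raw or plate-pattern-corrected value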;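 note: 0% = DMSO wells with peroxide and 100% = DMSO wells without peroxide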
PDI inh: inhibitors of human protein disulfide isomerase; P07237; PDI insulin aggregation turbidity, A650, 90 min; inhibition, % at 10 µM; 350,000 compounds, 0.052% hits; AID 588391;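 active = mean inhibition across replicates of 30% or more, whatever share of single replicates reach that level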;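 note: absorbance from insulin aggregation driven by PDI reduction with DTT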
Target sequence (P07237 whole entry, looked up): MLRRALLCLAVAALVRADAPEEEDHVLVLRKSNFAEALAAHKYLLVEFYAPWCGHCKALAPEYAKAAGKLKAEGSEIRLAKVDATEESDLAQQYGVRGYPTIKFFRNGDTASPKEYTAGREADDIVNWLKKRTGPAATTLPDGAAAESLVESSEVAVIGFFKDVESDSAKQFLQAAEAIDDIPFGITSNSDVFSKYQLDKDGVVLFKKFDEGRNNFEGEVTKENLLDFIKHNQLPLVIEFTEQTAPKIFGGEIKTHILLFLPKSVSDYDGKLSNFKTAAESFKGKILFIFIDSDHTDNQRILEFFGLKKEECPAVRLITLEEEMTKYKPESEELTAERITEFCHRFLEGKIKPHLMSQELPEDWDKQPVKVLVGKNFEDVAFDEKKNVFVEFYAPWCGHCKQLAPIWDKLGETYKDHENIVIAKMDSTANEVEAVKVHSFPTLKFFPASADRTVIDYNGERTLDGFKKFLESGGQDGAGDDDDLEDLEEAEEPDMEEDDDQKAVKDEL
MITF TRPM1 inh: MITF TRPM1 promoter inhibition in SK-MEL-5 cells. SK-MEL-5 TRPM1 promoter luciferase, 24 h. inhibition, % at 12.5 µM. 330,000 compounds, 0.83% hits. AID 488899;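 active = mean inhibition across replicates of 60% or more, whatever share of single replicates reaches that level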; note: values of inactives mirror those of a sister screen read the other way
Peg3 prom inh: inhibitors of Peg3 promoter; HeLa PEG-Prom luciferase reporter, luminescence, overnight; inhibition, % at 20 µM; 360,000 compounds, 1.7% hits;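 active = inhibition of at least 50% at 20 µM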
NR2E3 ag-2: agonists of human nuclear receptor NR2E3. inhibition of corepressor binding, % at 4.78 µM. 320,000 compounds, 0.12% hits. GST-NR2E3/biotin-RetCOR TR-FRET, 1536-well. AID 2300. Q9Y5X4;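 active = percent inhibition above the cutoff of mean plus 3 SD of all tested compounds, set per screening campaign, cut at about 20% in these data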;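 note: 0% = DMSO wells and 100% = biotin wells as full block of FRET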
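Material: NR2E3–RetCOR corepressor complex / Amount: 1.35 nM GST-NR2E3 / Medium: Tris pH 7.5 / Compound: single nominal compound dose of 4.8 µM / Incubation: 5 h at 4 °C / Technique: TR-FRET, Eu(K)-anti-GST donor, streptavidin-D2 acceptor, ex 340, em 617/671 nm / Read-out basis: percent loss of FRET ratio relative to control wells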
An asterisk follows results filed as active; · = no result given; & = joins results of further samples.

Second line of a record: CaV13 FRET inh	iPSC survival up	NR2E3 ag-1	Shn3 3UTR inh	HTR2A ag	HIF-2a inh	H9c2 protect	PDI inh	MITF TRPM1 inh	Peg3 prom inh	NR2E3 ag-2
> CCN(c1ccccc1)S(=O)(=O)c1ccc(C(=O)N2CCOCC2)cc1
  -4	-0.3	-7	-16	4	15	5	-5	1	-3	·
> COC(=O)C1=C(C)OC(N)=C(C#N)C1c1ccc(OC)c(CSc2ccccn2)c1 (stereo unspecified)
  -6	0.6	-10	-14	2	18	15	11	12	5	-2
> O=C(NCCOc1cccnc1)C1CCC(=O)N(Cc2ccccc2F)C1 (stereo unspecified)
  ·	1.4	-13	-25	1	-4	1	-2	-12	10	-3
> Nc1cc(=O)[nH]n1C1CCN(c2ccccc2)CC1
  -4	-2.4	-8	10	-2	8	0	-4	2	13	1
> COc1ccc(/C=N/Nc2nc(-c3ccc(C)cc3)c(C#N)c(=O)[nH]2)cc1
  -5	2.2	-1	-5	-1	5	-2	12	1	5	1
> O=C(Nc1ccc(C(=O)N2CCC(N3CCCC3)CC2)cc1)c1ccc(Br)o1
  ·	1.0	-7	-12	-7	-5	0	0	-25	-13	3
> CCOc1ccccc1Nc1ccc(C(=O)O)cc1N
  -4	-0.2	9	-1	1	22	-6	4	7	-8	1
> Cc1ccccc1CSc1nccn1-c1ccccc1
  0	1.0	-12	-14	-6	8	10	0	3	11	0
> Cc1ccc(C)c(OCC(=O)O/N=C(\N)c2ccccn2)c1
  -5	-1.7	-108	-72	-1	-279	-2	-4	-91	-322	0
> CCOC(=O)c1cc2sc(C)cc2n1CC(=O)NCCc1ccccc1
  -7	0.6	25	15	0	3	-6	4	5	22	-16
> O=[N+]([O-])c1ccccc1S(=O)(=O)Nc1cccc(S(=O)(=O)N2CCCC2)c1
  -2	0.5	-10	18	-12	1	18	2	0	13	·
> CCn1ccc(C(=O)Nc2sc3c(c2C(=O)OC)CCC3)n1
  -9	-0.5	-23	0	-1	-75	4	-2	-13	-132	·
> CCS(=O)(=O)N1CCCC(C(=O)NCCCOC(C)C)C1 (stereo unspecified)
  -5	-2.1	-8	19	1	12	2	8	-17	10	5
> COc1cc(CN2CCC(C(=O)N3CCN(c4ccccc4F)CC3)CC2)cc(OC)c1OC
  -3	3.1	15	-3	-3	11	-1	6	7	16	0
> O=C(NC1CC2CCCC(C1)N2C(=O)Nc1ccccc1)c1ccncc1 (stereo unspecified)
  -5	-0.9	0	24	3	8	-11	5	0	9	-4
> COc1cc(-c2nn3c(COc4ccccc4)nnc3s2)cc(OC)c1OC
  -6	-1.7	-16	-5	-2	8	15	0	3	1	3
> Cc1cccc(NC(=O)CCNS(=O)(=O)c2cccc3nonc23)c1
  -4	4.7	0	-1	3	1	3	8	7	14	3
> COC(=O)C1CCN(C(c2cccs2)c2sc3nc(C)nn3c2O)CC1 (stereo unspecified)
  -3	-1.7	-3	-6	-3	-7	8	·	·	16	1
> O=C(Oc1ccccc1)Oc1ccc2c(c1)oc(=O)c1ccccc12
  ·	-0.7	3	-3&-6	-2	1	26	-5	-11	-52	26*
> O=C1CC(NS(=O)(=O)c2cc(F)ccc2F)CN1c1cccc(F)c1 (stereo unspecified)
  -6	-0.1	-4	-11	3	5	0	-10	-5	3	-4
> CCOC(=O)C1CCCN(S(=O)(=O)c2ccc3c(c2)CC(C)N3C(=O)C2CC2)C1 (stereo unspecified)
  -6	-0.5	-27	21	-2	6	-6	1	1	16	1
> CCC(C)NC(=O)c1ccc(N2CC3CC(C2)c2cccc(=O)n2C3)c(NC(=O)c2ccc(Br)o2)c1 (stereo unspecified)
  -2	0.0	0	-13	-5	2	1	-4	1	14	2
> O=S1(=O)C=C[C@@H](CO)N1Cc1ccc(Br)cc1
  -9	-1.6	-11	-6	-3	9	-2	·	·	17	·
> CC(CCc1ccccc1)NC(=O)C(Cc1ccccc1)NC(N)=O (stereo unspecified)
  -8	-0.1	-8	2	7	14	-4	-5	-4	12	3
> CN1C(=O)NC(c2ccc(C(F)(F)F)cc2)C2=C1CC(C)(C)CC2=O (stereo unspecified)
  -4	0.0	-20	-12	-2	9	3	1	-8	11	0
> CCn1ncc(NC(=S)NCCc2ccc(OC)c(OC)c2)c1C(N)=O
  -1	0.0	-14	6	1	5	-12	5	6	-8	-1
> Cn1cc(Br)c(C(=O)NN2C(=O)C3C4C=CC(C5CC45)C3C2=O)n1 (stereo unspecified)
  14	0.0	8	-19	4	14	-2	-5	-2	11	-1
> COc1ccccc1-c1noc2c1C(=O)N(Cc1cn(Cc3ccccc3)nn1)CC2
  -10	-3.6	-2	1	-3	7	0	·	·	20	·
> N/C(=N\OC(=O)c1cccc(Br)c1)c1ccccc1
  -7	-3.8	-31	-89	1	-143	-14	8	-16	-243	0
> Cc1ccc(N(CC(=O)NCCSc2nc3ccccc3s2)S(=O)(=O)c2ccccc2)c(C)c1
  -5	-1.0	3	55	-7	21	-8	4	8	13	-1
> O=c1ccsc2ccccc12
  -6	10	12	9	2	8	10	0	·	1	·
> CCCCC1(C)NC(=O)N(CC(=O)Nc2cc(S(=O)(=O)N3CCOCC3)ccc2Cl)C1=O (stereo unspecified)
  -7	-0.3	5	-4	6	13	3	1	-3	-4	2
> O=C(c1ccc(F)cc1)N1CCC(C(=O)N2CCN(Cc3ccc4c(c3)OCO4)CC2)CC1
  -5	-0.4	16	-4	-1	8	6	1	10	-19	6
> CC1(C)C(=O)Nc2ccccc2N1C(=O)COC(=O)CSc1ccc(F)cc1
  -13	0.7	12	10	1	5	1	5	0	-1	6
> CCc1ccc(NC(=O)c2cnn(-c3ccccc3)c2C2CCNCC2)cc1
  -4	1.1	12	16	6	14	1	-8	11	2	3
> CNC(=O)CSc1n[nH]c(-c2cc(Cl)ccc2OC)n1
  -6	0.6	-10	8	0	8	7	-2	-2	11	-1
> COc1ccc(-c2cc(CNC(=O)CCl)on2)cc1
  -5	-0.4	29	-13	-1	1	-11	1	7	-28	3
> Cc1ccc(-c2noc(CSc3nnc(-c4ccncc4)n3-c3ccc(C)cc3)n2)cc1
  -3	9.4	-12	23	-3	15	-2	5	11	36	2
> COc1cc(Br)cc(/C=N/NC(=O)Cc2ccc(C(F)(F)F)cc2[N+](=O)[O-])c1O
  -6	0.5	-6	20	2	18	34	6	13	54*	4
> O=c1c2ccccc2c(-c2ccc(Br)cc2)nn1Cc1ccccc1
  ·	-0.2	-28	19	-12	0	7	5	10	19	6

3 of the entries above in order of the CaV13 FRET inh value, descending.
| canonical_smiles | CaV13 FRET inh | NR2E3 ag-1 | Shn3 3UTR inh | HTR2A ag | HIF-2a inh | PDI inh | MITF TRPM1 inh | Peg3 prom inh | NR2E3 ag-2 |
| --- | --- | --- | --- | --- | --- | --- | --- | --- | --- |
| Cc1ccc(-c2noc(CSc3nnc(-c4ccncc4)n3-c3ccc(C)cc3)n2)cc1 | -3 | -12 | 23 | -3 | 15 | 5 | 11 | 36 | 2 |
| N/C(=N\OC(=O)c1cccc(Br)c1)c1ccccc1 | -7 | -31 | -89 | 1 | -143 | 8 | -16 | -243 | 0 |
| CC(CCc1ccccc1)NC(=O)C(Cc1ccccc1)NC(N)=O (stereo unspecified) | -8 | -8 | 2 | 7 | 14 | -5 | -4 | 12 | 3 |

(further entries)
Second line of a record: CaV13 FRET inh	iPSC survival up	NR2E3 ag-1	Shn3 3UTR inh	HTR2A ag	HIF-2a inh	H9c2 protect	PDI inh	MITF TRPM1 inh	Peg3 prom inh	NR2E3 ag-2
> O=C(CN1CCN(c2ncccn2)CC1)NCCC1=CCCCC1
  -5	2.1	-7	-2	4	6	3	3	-7	-1	-1
> CCOCCCNC(=O)CSCc1nc(-c2ccc(SC)cc2)oc1C
  -5	-0.9	81*	4	-4	-1	-6	-2	-8	-8	2
> COc1ccc(CC(=O)Nc2ccc(-c3nnc(-c4ccccc4)o3)cc2)cc1
  ·	-2.5	-25	-2	1	-19	-17	-6	-8	-30	0
> COc1cnc(-c2ccccn2)nc1Oc1ccc(C(C)(C)C)cc1
  -19	0.4	103*	19	-14	2	-4	-6	-1	-5	1
> CC(C)c1ccc(C2/C(=C(/O)c3ccccc3)C(=O)C(=O)N2CCCN2CCOCC2)cc1 (stereo unspecified)
  -20	0.3	-16	-16	4	11	7	-7	-5	0	-2
> COc1ccc(CN2CCN(Cc3cccc(F)c3)CC2)cc1OC
  -6	-0.7	-9	13	-6	19	5	6	13	13	-3
> Cc1noc(C)c1COC(=O)/C=C/c1ccc(Cl)cc1
  -6	4.7	-7	-4	0	-13	-13	-1	-23	3	1
> CCCCNC(=O)c1cc(S(=O)(=O)N2CCCCC2)oc1C
  ·	-0.4	3	10	12	4	-7	-4	-8	13	-2
> CC(C(=O)NCc1ccco1)n1cc(C(=O)c2ccco2)c2ccccc21 (stereo unspecified)
  ·	-1.0	4	-1	8	-5	5	-3	0	7	-4
> O=C(Nc1ccc(Cl)cc1F)C1CCCN(C2=NS(=O)(=O)c3ccccc32)C1 (stereo unspecified)
  -6	0.5	-7	-5	-8	8	4	6	-1	18	·
> Cc1noc(C)c1COc1ccccc1C(=O)Nc1ccc(C(N)=O)cc1
  -5	-3.6	24	-3	-1	2	4	15	0	0	6
> CC(C(=O)NCc1ccc(F)cc1)c1ccc([N+](=O)[O-])cc1 (stereo unspecified)
  -2	1.5	-24	-30	2	9	2	6	11	-6	1

Gathered by group: the entries above with an aryl thioether with sulfur outside any ring (7)
Second line of a record: CaV13 FRET inh	iPSC survival up	NR2E3 ag-1	Shn3 3UTR inh	HTR2A ag	HIF-2a inh	H9c2 protect	PDI inh	MITF TRPM1 inh	Peg3 prom inh	NR2E3 ag-2
> COC(=O)C1=C(C)OC(N)=C(C#N)C1c1ccc(OC)c(CSc2ccccn2)c1 (stereo unspecified)
  -6	0.6	-10	-14	2	18	15	11	12	5	-2
> Cc1ccccc1CSc1nccn1-c1ccccc1
  0	1.0	-12	-14	-6	8	10	0	3	11	0
> Cc1ccc(N(CC(=O)NCCSc2nc3ccccc3s2)S(=O)(=O)c2ccccc2)c(C)c1
  -5	-1.0	3	55	-7	21	-8	4	8	13	-1
> CC1(C)C(=O)Nc2ccccc2N1C(=O)COC(=O)CSc1ccc(F)cc1
  -13	0.7	12	10	1	5	1	5	0	-1	6
> CNC(=O)CSc1n[nH]c(-c2cc(Cl)ccc2OC)n1
  -6	0.6	-10	8	0	8	7	-2	-2	11	-1
> Cc1ccc(-c2noc(CSc3nnc(-c4ccncc4)n3-c3ccc(C)cc3)n2)cc1
  -3	9.4	-12	23	-3	15	-2	5	11	36	2
> CCOCCCNC(=O)CSCc1nc(-c2ccc(SC)cc2)oc1C
  -5	-0.9	81*	4	-4	-1	-6	-2	-8	-8	2

Source: PubChem
